From PubChem
14-3-3 Bad PPI = inhibitors of 14-3-3 zeta/Bad binding, primary screen, biochemical, TR-FRET, bovine 14-3-3 zeta; 14-3-3 protein zeta/delta (Bos taurus), P63103; TR-FRET 14-3-3zeta/Dy647-pBad peptide displacement, 1 h; inhibition, % at 21.7 µM; actives 0.71% (n = 220,000); AID 781, 2007;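 active = inhibition above about 70%, limit read from the data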;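 also: 0% = full 14-3-3 plus peptide FRET controls and 100% = background without 14-3-3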
Target sequence (P63103 whole entry, looked up): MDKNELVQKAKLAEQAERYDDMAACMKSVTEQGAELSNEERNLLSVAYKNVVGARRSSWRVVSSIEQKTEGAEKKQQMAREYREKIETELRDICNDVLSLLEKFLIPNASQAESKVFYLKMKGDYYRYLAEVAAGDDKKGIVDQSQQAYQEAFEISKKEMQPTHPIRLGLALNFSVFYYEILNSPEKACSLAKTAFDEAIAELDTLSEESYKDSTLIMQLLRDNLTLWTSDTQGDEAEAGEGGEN
Hck-Nef inh = inhibitors of Nef-activated human Hck kinase, primary screen, biochemical, Z-Lyte FRET, 384-well, Hck-YEEI; Recombinant Hck-YEEI plus Nef, Z-Lyte FRET kinase assay; inhibition, % at 20 µM; AID 463187, 2010; Tyrosine-protein kinase HCK (Homo sapiens), P08631; actives 0.68% (n = 220,000);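 active = Hck-Nef kinase inhibition above about 50%, limit read from the data; inactive = inhibition below that limit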;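 also: 0% = DMSO with Hck plus Nef and 100% = Hck alone without Nef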
m-calpain inh = inhibitors of pig calpain II, primary screen, biochemical, fluorogenic peptide substrate, 1536-well; purified calpain II, 30 min; inhibition, % at 16 µM; actives 0.37% (n = 220,000); AID 1236, 2008;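 active = inhibition above about 50%, limit read from the data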
EP2 antag = human EP2 receptor antagonists, primary screen, TR-FRET cAMP, C6 glioma cells | C6 glioma cells expressing human EP2; cells stimulated with saturating PGE2 | inhibition, % at 25 µM | AID 1422, 2008 | actives 0.52% (n = 260,000) | Prostaglandin E2 receptor EP2 subtype (Homo sapiens), P43116;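 active = percent inhibition above 40 after rounding to a whole number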;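 also: rat C6 glioma host cells with rolipram phosphodiesterase inhibitor present; the protocol text gives 20 µM as final concentration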
Target sequence (P43116 whole entry, looked up): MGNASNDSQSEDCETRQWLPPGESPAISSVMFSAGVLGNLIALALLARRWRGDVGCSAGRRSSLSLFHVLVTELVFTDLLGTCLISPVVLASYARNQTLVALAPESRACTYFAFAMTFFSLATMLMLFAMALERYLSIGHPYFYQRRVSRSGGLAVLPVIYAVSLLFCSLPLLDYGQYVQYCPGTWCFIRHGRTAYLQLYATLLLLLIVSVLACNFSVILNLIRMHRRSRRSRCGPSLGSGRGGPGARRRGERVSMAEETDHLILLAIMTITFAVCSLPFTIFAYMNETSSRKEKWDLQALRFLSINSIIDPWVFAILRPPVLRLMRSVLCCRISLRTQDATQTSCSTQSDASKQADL
eIF4E-4G inh = eIF4E–eIF4G protein interaction inhibitors, primary screen, biochemical, uHTS, TR-FRET, eIF4GI fragment; Eukaryotic translation initiation factor 4E (Mus musculus) + Eukaryotic translation …; TR-FRET eIF4E-eIF4GI(517-606) binding, 2 h; inhibition, % at 21.7 µM; actives 0.37% (n = 220,000);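 active = inhibition above about 30%, limit read from the data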;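 also: 0% = full FRET control wells and 100% = background wells lacking eIF4GI fragment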
Rad51 HR inh = human RAD51 strand exchange inhibitors, primary screen, biochemical, fluorescence; DNA repair protein RAD51 homolog 1 (Homo sapiens), Q06609; hRad51 DNA strand exchange, fluorescence dequenching; inhibition, % at 10 µM; actives 0.085% (n = 200,000); AID 1385, 2008;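 active = inhibition above 40% at the single screening dose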;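 also: 0% = DMSO control wells and 100% = blanks with heterologous ssDNA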
Target sequence (Q06609 whole entry, looked up): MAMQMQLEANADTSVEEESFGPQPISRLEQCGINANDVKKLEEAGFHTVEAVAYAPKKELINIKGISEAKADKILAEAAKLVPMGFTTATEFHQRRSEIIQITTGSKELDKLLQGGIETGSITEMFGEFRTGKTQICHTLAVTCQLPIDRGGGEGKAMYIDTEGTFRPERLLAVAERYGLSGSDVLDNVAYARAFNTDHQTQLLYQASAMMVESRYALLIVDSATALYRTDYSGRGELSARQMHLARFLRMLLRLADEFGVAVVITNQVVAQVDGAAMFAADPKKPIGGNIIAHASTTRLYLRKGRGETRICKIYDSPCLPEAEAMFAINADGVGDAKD
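Material: human Rad51–ssDNA filaments; Probe or stimulus: labelled 47-mer dsDNA for strand exchange; Doses: single 10 µM dose; Incubation: 37 °C 15-min filament assembly, 30-min compound preincubation, 15-min exchange; Technique: FRET fluorescence dequenching, excitation 485 nm, emission 520 nm; Measure: Fluorescence-based percent inhibition, control- and blank-normalised; Benchmarks: plate control and blank wells.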
Tb hexokinase = Trypanosoma brucei hexokinase 1 inhibitors, primary screen, biochemical, G6PDH-coupled NADH absorbance, MLSCN library | hexokinase 1 [Trypanosoma brucei] | recombinant TbHK1, G6PDH-coupled NADH A340 | inhibition, % at 10 µM | actives 0.11% (n = 220,000) | AID 1430, 2008;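 active = inhibition of 50% or more in the single-dose primary screen; inactive = inhibition below 50%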
L929 necroptosis = inhibitors of zVAD-triggered necroptosis, primary screen, L929 cells; L929 zVAD necroptosis rescue, ATP luminescence, 24 h; with zVAD 60 µM; viability rescue, % at 10 µM; actives 0.38% (n = 220,000);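 active = activation, scaled between plate controls, above about 75%, limit read from the data; inactive = activation under that limit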;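 also: 0% = zVAD with DMSO and 100% = DMSO alone without zVAD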
EP2 modulator = EP2 receptor modulators, cAMP readout, primary screen, cell-based, HTRF cAMP, PGE2 stimulation; EP2-expressing cells, cAMP HTRF FRET, PGE2 co-stimulation; induction, % at 25 µM; actives 0.83% (n = 260,000); AID 940, 2007;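 active = compounds whose cAMP rise, as percent of the full-agonist control response, exceeds 60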;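 also: rat C6 glioma line stably carrying human EP2 under a CMV promoter; the protocol text gives 20 µM as final concentration; 100% = response of wells given 1 µM PGE2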
Starred values were filed as active, the others as inactive; i = inactive; · = not tested or not shown; & = joins results of further samples; [ ] = dose if it differs, or a comment. The list is partial, so the mix of outcomes need not match the whole.

SMILES	14-3-3 Bad PPI	Hck-Nef inh	m-calpain inh	EP2 antag	eIF4E-4G inh	Rad51 HR inh	Tb hexokinase	L929 necroptosis	EP2 modulator
CCCCn1c(=O)n(Cc2cccc(F)c2)c(=O)c2c1ncn2Cc1ccco1	-1	4	-35	10	-12	1	3	0.0	36
Cc1ccc(NS(=O)(=O)c2cccc(C(=O)N/N=C/c3c(C)nn(-c4ccccc4)c3N3CCCC3)c2)c(C)c1	-4	-2	-198	14	4	-5	0	1.1	28
O=C(/C=C/c1cccs1)Nc1nncs1	2	8	2	13	-1	0	-61	0.5	-32
Cc1nc2sc(C(c3ccc(Cl)cc3)N3CC(C)OC(C)C3)c(O)n2n1 (stereo not drawn)	2	2	1	12	1	3	4	-0.2	26
C=CCOc1c(CNc2ncn[nH]2)cccc1OCC	-4	-5	-15	0	-3	-3	-5	·	3
COc1cc(CN(C)CCc2ccccc2)ccc1OCc1ccccc1	30	1	-17	7	7[fluorescence artefact?]	2	-3	-0.4	-34
COc1ccc(/C=C(/C#N)S(=O)(=O)c2ccc(C)cc2)cc1	-3	2	-18	9	1	4	-29	1.1	-55
COc1ccc(NC(=O)C(C)N(c2ccc(C)cc2)S(C)(=O)=O)cc1 (stereo not drawn)	6	0	-34	9	4	-13	-2	0.1	8
O=C(c1cccs1)N1CCN(S(=O)(=O)Cc2ccccc2)CC1	9	5	7	7	-2	0	2	-0.1	0
CC1CCCCN1C(=O)CN1CCC(c2nc3ccc(Cl)cc3[nH]2)CC1 (stereo not drawn)	-12	-5	-17	3	-4	20	-5	-0.7	-2

A draw from above in order of molecular weight, falling.
SMILES	14-3-3 Bad PPI	Hck-Nef inh	m-calpain inh	EP2 antag	eIF4E-4G inh	Rad51 HR inh	Tb hexokinase	L929 necroptosis	EP2 modulator
Cc1ccc(NS(=O)(=O)c2cccc(C(=O)N/N=C/c3c(C)nn(-c4ccccc4)c3N3CCCC3)c2)c(C)c1	-4	-2	-198	14	4	-5	0	1.1	28
CCCCn1c(=O)n(Cc2cccc(F)c2)c(=O)c2c1ncn2Cc1ccco1	-1	4	-35	10	-12	1	3	0.0	36
CC1CCCCN1C(=O)CN1CCC(c2nc3ccc(Cl)cc3[nH]2)CC1 (stereo not drawn)	-12	-5	-17	3	-4	20	-5	-0.7	-2
COc1cc(CN(C)CCc2ccccc2)ccc1OCc1ccccc1	30	1	-17	7	7[fluorescence artefact?]	2	-3	-0.4	-34
O=C(c1cccs1)N1CCN(S(=O)(=O)Cc2ccccc2)CC1	9	5	7	7	-2	0	2	-0.1	0

Further structures follow.
SMILES	14-3-3 Bad PPI	Hck-Nef inh	m-calpain inh	EP2 antag	eIF4E-4G inh	Rad51 HR inh	Tb hexokinase	L929 necroptosis	EP2 modulator
CCOC(=O)c1cc(N)cc([N+](=O)[O-])c1	6[fluorescence artefact?]	1	12	7	7	1	-6	0.3	-10
O=C(N=C1N=C2C=CC=CN2Cc2ccccc21)c1ccc(S(=O)(=O)N2CCCC2)cc1	8	11	0	1	-6	·	-9	2.6	-8
Cc1ccc2nc(-c3ccc(SCC(=O)Nc4nnc(C)s4)nc3)[nH]c2c1	31	8	-105	18	7	-1	-27	1.9	-8
COc1ccccc1C(OC(=O)c1cccs1)C(=O)NCC1CCCO1 (stereo not drawn)	6	-1	-13	·	3[fluorescence artefact?]	-8	-5	-0.4	18
O=C(O)C1C2C=CC(C2)C1C(=O)Nc1ccc(C(=O)N2CCCCC2)cc1 (stereo not drawn)	11	6	13	·	6	·	1	-0.6	27
CC1(C)CC(Cc2nc(=S)[nH][nH]2)C(=O)O1 (stereo not drawn)	-19	3	-31	9	-3	3	-3	0.0	30
N#Cc1c(/N=C/c2ccco2)oc(-c2ccccc2)c1-c1ccccc1	93*[fluorescence artefact?]	0	-179	·	2[fluorescence artefact?]	·	0	-0.3	56
Cc1ccc2c(c1)CCCN2C(=O)c1c(C)noc1C	-2	-9	12	8	-8	1	-8	-0.2	10
Cc1ccc(S(=O)(=O)c2nc(-c3cccs3)oc2NCCCN(C)C)cc1	1	4	1	6	0[fluorescence artefact?]	·	-7	1.3	-23
O=C(COC(=O)C1CCN(S(=O)(=O)c2cccc3cccnc23)CC1)c1ccc(F)cc1	-4	-1	21	5	-6[fluorescence artefact?]	2	-3	-0.4	-5
O=c1cc(CN2CCN(S(=O)(=O)c3ccc4c(c3)OCCO4)CC2)c2ccc(O)cc2o1	-3	25	i	3	-7	-6	-17	-0.5	-6
CC(C)c1ccc(N(CC(=O)NN=C2CCN(C)CC2)S(=O)(=O)c2ccccc2)cc1	0	6	-6	10	3	19	1	1.1	-14
NS(=O)(=O)c1ccc(CCNC(=O)C2CCN(S(=O)(=O)c3ccccc3)CC2)cc1	0	18	-7	3	0	·	-10	1.2	-4
Cc1ccccc1C(=O)NC(NCc1ccco1)C(Cl)(Cl)Cl (stereo not drawn)	-2[fluorescence artefact?]	0	-3	1	-6	1	0	0.0	28
O=C(/C=C/c1ccc(Cl)cc1)NC(=S)Nc1ccc(N2CCOCC2)c(Cl)c1	12[fluorescence artefact?]	6	0	7	-6	5	14	1.1	-9
Cc1ccc2cc(CN(CCCN(C)C)C(=O)NCc3ccccc3)c(=O)[nH]c2c1C	-1	1	-18	17&13	-9	-10	-10	-0.3	13&-1
c1ccc2c(c1)oc1c(NCCN3CCOCC3)ncnc12	58[fluorescence artefact?]	1	-1	13	2	0	1	0.3	4
CC(=O)c1ccc(NC(=O)N2CCc3ccccc3C2)cc1	-3	24	-7	-1	2	-3	2	52	-14
S=C(Nc1ccccc1)N1CCCCCCC1	-11	18	-30	12	-5	3	4	5.3	39
C#CCSc1nc(-c2cccs2)ccc1C#N	-2	3	-14	16	7	6	2	1.4	45
COc1cccc2c1OCC(C(=O)O)C2 (stereo not drawn)	-6	18	-23	8	1	0	-1	3.0	25
COc1ccc(S(=O)(=O)N2CC(O)CC2C(=O)OCC(=O)Nc2ccc(Cl)cn2)cc1 (stereo not drawn)	-2	2	-8	20	0	2	2	0.4	24
CCC(C)(C)n1nnnc1C(c1ccc(C)cc1)N1CCCC1 (stereo not drawn)	12[fluorescence artefact?]	0	21	3	5[fluorescence artefact?]	0	-4	1.5	32
Cc1ccc(Cn2cccc(NC(=O)NC3CCCCC3)c2=O)cc1	-5	0	-9	5	1	-5	-6	0.1	6
COc1ccc(C(=O)N(CCCO)C(C)C(=O)NC2CCCCC2)cc1OC (stereo not drawn)	·	1	-16	3	·	1	2	0.5	-3
Cc1cc(C(=O)N2CCN(c3ccccc3)CC2)no1	4	-1	-7	5	6	-1	5	-0.5	-5
COc1cc(C2C(C#N)=C(C)NC3=C2C(=O)CC(C)(C)C3)cc(OC)c1O (stereo not drawn)	-10	2	-2	10	-3	-9	-7	-0.2	8
CCN(CC)CCCNC(=O)c1sc2ncn(CC(=O)Nc3ccc(C)c(Cl)c3)c(=O)c2c1C	-20	23	-44	7	-1	25	7	61	-20
CCCCC(=O)NC(=S)Nc1ccccc1C(=O)Nc1ccccc1	0[fluorescence artefact?]	1	-106	10	4[fluorescence artefact?]	-3	-2	1.5	3
COc1ccccc1NC(=O)/C(C#N)=C/c1cc([N+](=O)[O-])ccc1N1CCCC1	-1	-2	-31	5	4[fluorescence artefact?]	-79	-5	-1.1	15
CC(=O)Nc1cccc(N2C(=O)CC(Cc3ccccc3)C2=O)c1 (stereo not drawn)	-2[fluorescence artefact?]	-16	24	3	-1	3	1	1.6	13
O=C(Nc1ccc2c(c1)OCCO2)NC1CCCCC1	2	1	-9	8	-2[fluorescence artefact?]	5	-2	0.0	18
Cc1ccc(CSc2nc3sc(C)c(C)c3c(=O)n2Cc2ccco2)cc1	-7	-1	-116	12	-8	-1	-4	0.8	43
CC(=O)Nc1ccc(C)c(NC(=S)Nc2ccc(F)cc2)c1	-6	18	12	10	4	20	-7	1.9	-19
CN1CC(=O)N(CCOc2ccccc2)C1=O	-3[fluorescence artefact?]	-11	-26	·	-4[fluorescence artefact?]	·	7	-1.2	22
CCSc1nnc(NC(=O)Cn2cnc3c2c(=O)n(C)c(=O)n3C)s1	-2	2	2	8	2	-1	-2	1.0	30
Cc1cnc(C(=O)N2CCc3c([nH]c4ccccc34)C2c2ccc(F)cc2)cn1 (stereo not drawn)	-5	2	-59	1	3	·	-9	1.4	26
CCOc1ccc(CN(C)C(=O)CCl)cc1	-8	19	-30	2	2	-49	0	-0.8	-14
Cc1c(-c2nc(-c3ccncc3)no2)cccc1[N+](=O)[O-]	-1	16	-2	11	-3	·	-9	-0.6	-12
COc1cccc(OC)c1C(=O)Nc1cccnc1	-10	-8	-24	2	-2	3	0	2.5	-3
O=C(NCCNS(=O)(=O)c1ccccc1)c1cc(OCC(F)(F)F)ccc1OCC(F)(F)F	-4	-1	-25	13	-16	3	2	0.1	31
CCS(=O)(=O)N1CCN(c2ccnc3cc(Cl)ccc23)CC1	2	-1	3	17	7	7	-5	0.4	-26
CC(=O)Cc1nsc(Nc2ccccc2)n1	-8[fluorescence artefact?]	2	21	7	0	-10	-2	-0.2	5
COc1ccc(CCNC(=O)COc2ccc(N(C)S(=O)(=O)c3ccc(C)cc3)cc2)cc1	-3	12	4	6	1	·	-7	-0.7	2
COc1ccc(NC(=O)CNC(=O)c2ccc([N+](=O)[O-])cc2)cc1	-4	11	6	11	4	-1	3	64	15
Cc1cc(C(=O)NCc2ccc(F)cc2)n(-c2ccccc2)n1	5	13	-8	8	-7	10	-11	1.4	29
CC1CCC(N(C(=O)c2csnn2)C(C(=O)NC(C)(C)C)c2cccnc2)CC1 (stereo not drawn)	-8	0	15	7&9	0	5	-2	-0.5	8&21
CCOc1ccccc1-c1nc(C(N)=O)c2[nH]c(=O)n(-c3ccccc3)c2n1	-2	-2	-125	17	8	6	-11	-0.3	28
Cc1cc(C(=O)N/N=C/c2ccc(N(C)C)cc2)c2ccccc2n1	-22	5	-55	11	5	-11	-26	2.4	-37
COCCNC(=O)C(OC(=O)c1ccco1)c1ccccc1OC (stereo not drawn)	5	-1	-3	13	3	6	-4	1.3	-19

The results go on.
SMILES	14-3-3 Bad PPI	Hck-Nef inh	m-calpain inh	EP2 antag	eIF4E-4G inh	Rad51 HR inh	Tb hexokinase	L929 necroptosis	EP2 modulator
CC(C)Cc1ccc(/C(=N/O)C(=O)O)s1	3[fluorescence artefact?]	-1	-28	8	0[fluorescence artefact?]	8	-1	-0.2	17
CCc1nnc(NC(=O)c2ccc(S(=O)(=O)N3CCCCCC3)cc2)s1	10	1	0	14	-1	10	-5	2.1	22
COc1cc(-c2nnc(SCc3cc(=O)oc4cc(O)c(O)cc34)o2)cc(OC)c1OC	-8[fluorescence artefact?]	11	-300	8	14	-1	-10	0.6	3
O=C(CC1C(=O)NCCN1Cc1ccc(Cl)c(F)c1)NCCc1cccnc1 (stereo not drawn)	3	8	3	4	5	-16	-7	2.5	-2
COc1ccc(NC(=O)CCN2C(=O)c3ccccc3S2(=O)=O)cc1	1	1	15	7	3	-4	-2	0.8	1
COc1ccccc1OCCOCCn1cnc2ccccc2c1=O	6	0	2	1	-2	-1	4	0.2	-6
